From PubChem BioAssay
ROC1-CUL1 inh – inhibitors of human ROC1-CUL1 ubiquitin ligase activity | E3 ubiquitin-protein ligase RBX1 (Homo sapiens) + Cullin-1 (Homo sapiens), P62877+Q13616 | in vitro K48 di-Ub FRET, acceptor:donor ratio, 45 min | inhibition, % at 10 µM | hit rate 0.6% among 140,000 | AID 1347404, 2020; in the data active means inhibition above about 25%
Target sequence (P62877 whole entry, looked up): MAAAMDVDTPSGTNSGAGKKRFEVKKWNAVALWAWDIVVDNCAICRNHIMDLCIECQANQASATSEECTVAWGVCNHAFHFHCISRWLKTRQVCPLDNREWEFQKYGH
Target sequence (Q13616 whole entry, looked up): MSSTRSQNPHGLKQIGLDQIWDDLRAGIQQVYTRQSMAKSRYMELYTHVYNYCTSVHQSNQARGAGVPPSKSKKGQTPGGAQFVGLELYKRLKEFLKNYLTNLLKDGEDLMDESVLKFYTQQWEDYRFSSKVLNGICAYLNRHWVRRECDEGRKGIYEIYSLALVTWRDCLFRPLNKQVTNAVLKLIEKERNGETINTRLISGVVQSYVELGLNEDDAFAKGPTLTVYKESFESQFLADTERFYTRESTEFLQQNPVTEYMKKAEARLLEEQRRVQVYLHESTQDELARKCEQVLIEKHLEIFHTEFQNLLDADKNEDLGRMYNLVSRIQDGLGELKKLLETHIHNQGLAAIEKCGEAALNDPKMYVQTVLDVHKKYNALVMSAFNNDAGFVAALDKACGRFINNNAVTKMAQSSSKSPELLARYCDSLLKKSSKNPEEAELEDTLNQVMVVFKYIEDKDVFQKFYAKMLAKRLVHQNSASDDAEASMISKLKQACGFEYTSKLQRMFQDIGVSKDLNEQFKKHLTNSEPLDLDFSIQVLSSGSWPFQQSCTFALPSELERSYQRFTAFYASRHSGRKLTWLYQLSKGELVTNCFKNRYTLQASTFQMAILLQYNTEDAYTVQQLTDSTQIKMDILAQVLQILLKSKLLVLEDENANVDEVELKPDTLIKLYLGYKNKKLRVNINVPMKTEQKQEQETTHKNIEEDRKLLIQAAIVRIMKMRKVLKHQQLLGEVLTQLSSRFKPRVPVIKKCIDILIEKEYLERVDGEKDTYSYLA
An asterisk follows results filed as active. These rows are one share of the data; rates above refer to the full screens.

SMILES	ROC1-CUL1 inh
COc1cc(Cl)c(C)cc1NS(=O)(=O)c1c(C)nc2sccn2c1=O	-6
N#CCSc1nc2c(c(=O)n1CC1CCCC1)C1(CCCCC1)Cc1ccccc1-2	5
COc1cc(OC)c(NC(=O)CSc2cc(=O)n(C)c3ccc(Cl)cc23)cc1Cl	6
Nc1nonc1-n1nnc(C(=O)O)c1-c1cccc2ccccc12	4
COCCCN1C(=O)CC(CC(=O)NCc2cc(F)cc(C(F)(F)F)c2)(c2ccccc2C)C1=O (stereo not given)	7
Fc1ccccc1OCc1nc(-c2ccc(-n3cccc3)cc2)no1	0
CCOC(=O)c1ccccc1NC(=O)N(Cc1ccc(C)cc1)Cc1cccn1-c1nnc(N2CCCC2=O)s1	-2
CCCCn1c(C)cn2c3c(=O)n(C)c(=O)n(C)c3nc12	-7
COc1cc(CNCc2cccnc2)ccc1OCC(=O)NC1CCCCC1	1
CCOC(=O)c1cnc2c(Cl)cc(Cl)cc2c1Nc1cc(C(=O)O)ccc1C	9
Cc1ccc(Cn2c3ccccc3c3cnn(CC(=O)Nc4cc(Cl)ccc4C)c(=O)c32)cc1	-6
CCCOC(=O)c1cccc(NC(=O)CSc2nnc3cc(C)c4ccccc4n23)c1	-10
O=C(NCc1ccc(Cl)cc1)C(=O)Nc1cccc(Br)c1	1
COc1cc(-c2nnc(SCC(=O)N/N=C/c3cc([N+](=O)[O-])ccc3O)n2-c2ccccc2)cc(OC)c1OC	1
Cc1cccc(CN2CCC3(CCCN(CCc4ccccc4)C3=O)C2)n1 (stereo not given)	-1
CN(C)S(=O)(=O)N1CCN(c2ccc(F)cc2)CC1	0
COc1ccc(C(=O)Nc2cc3nn(-c4ccccc4)nc3cc2Cl)cc1Br	-1
O=C(NCCCCCCNC(=O)C1CCCC1)C1CCCC1	1
COc1ccccc1NC(=O)c1c(N)sc2c1CCC2	2
CN1CCN(CCCNC(=O)c2cnn(-c3ccccc3)c2-n2cccc2)CC1	-13
Cc1ccc(N2NC(=O)/C(=C/c3cc4c(cc3Cl)OCO4)C2=O)cc1C	65*
COc1ccc2nc(Cl)c(C3OC(c4ccccc4)=NN3C(C)=O)cc2c1 (stereo not given)	6
CC(C)(C)C1CCc2c(sc3nc(SCc4ccc(F)cc4)n(-c4ccccc4)c(=O)c23)C1 (stereo not given)	0
CCN1CCN(c2nc(C)nc3sc(-c4ccccc4)cc23)CC1	-9
O=C(COc1ccc(F)cc1)NCCc1nc2ccccc2[nH]1	0

Overlap with the part before: 2 compounds; new compounds follow.
SMILES	ROC1-CUL1 inh
CCN1CCN(c2nc(C)nc3sc(-c4ccccc4)cc23)CC1	-9
O=C(COc1ccc(F)cc1)NCCc1nc2ccccc2[nH]1	0
Cc1ccc(S(=O)(=O)c2c(C)nn(-c3ccccc3)c2OC(=O)c2ccccc2F)cc1	3
COc1cccc(C(=O)c2sc3nc(C)ccc3c2N)c1	8
CN1CCC(COC2c3ccccc3C=Cc3ccccc32)CC1	-8
CC(C)N1CCC(N2CCCC(C(=O)NC3CCCCC3)C2)CC1 (stereo not given)	-6
CCCCCC(=O)Nc1ccc(C(=O)OC)cc1	-3
O=C(CSCc1ccccc1)N/N=C/c1ccc(OCc2ccc3ccccc3c2)cc1	7
CSc1cccc(NC(=O)N2CCN(c3cc(-c4noc(C)n4)ccc3C)CC2)c1	-6
CCOC(=O)c1[nH]c(C)c(CCC(=O)N2CCN(c3cc(C)ccc3C)CC2)c1C	3
COC(=O)c1cc2c(cc1NC(=O)c1cnn(-c3ccc(C)cc3)c1-n1cccc1)OCO2	-15
Cc1ncc(COC(=O)C(C)C)c2cc(C(=O)Nc3ccccc3C(F)(F)F)c(=O)oc12	-9
Cc1ccccc1NC(=O)c1ccc(OC(C)C(=O)O)cc1 (stereo not given)	6
CCCN(C(=O)c1noc2c1COc1ccc(C)cc1-2)c1ccc(Cl)c(Cl)c1	6
CS(=O)(=O)N(CC(=O)N1CCc2ccccc2C1)c1cccc(Cl)c1Cl	8
C=C(C)[C@H]1CC=C(C)C2=CC(=O)[C@H](C)C[C@]21C#N	11
O=C(Nc1ccccc1Br)N1CCN2CCCCC2C1 (stereo not given)	-5
Cc1cc(C)c(NC(=O)Nc2ccc3snnc3c2)c(C)c1	0
Cn1c(CN2CCCC(N3CCC(CO)CC3)C2)nc2ccccc21 (stereo not given)	0
O=C(CN1CCCC1)Nc1c(Cl)cccc1Cl	5
COc1ccc(C2c3c(nc(SCc4ccccc4F)[nH]c3=O)N=C3CCCC(=O)C32)cc1OC (stereo not given)	4
COC(=O)[C@@H]1CCCN1C(=O)Cc1ccc(N2CCC(NCCCn3ccnc3)CC2)cc1	2
Cc1nc(-c2ccccc2)cn2c1nc1ccccc12	0
CC1=CC(=O)OC1O/C=C1/C(=O)OC2CC=CC12 (stereo not given)	2
Cn1c(SCC(O)COc2ccccc2)nc2ccccc21 (stereo not given)	1
O=C(O)c1ccccc1/C=N/Nc1nc(N2CCCCC2)nc(N2CCCCC2)n1	1
COCC(=O)Nc1cccc(Cl)c1C	3
Further structures.
SMILES	ROC1-CUL1 inh
COc1cccc(N(Cc2ccc(C)cc2)S(C)(=O)=O)c1	0
O=C(COc1ccc2c(=O)c(-c3ccc(Br)cc3)coc2c1)c1ccc(Cl)cc1	15
CC(C)Oc1ccc(CNC(=O)C2=Cc3ccccc3OC2)cc1	7
CCOc1cc(S(=O)(=O)NCCc2c(C)[nH]c3ccc(C)cc23)ccc1F	2
CCOc1c(Cl)cc(Cl)cc1CNCCSc1nnnn1C	-6
Cc1cccc(CCNC(=O)CC2C(=O)NCCN2CCCc2ccccc2)n1 (stereo not given)	-11
COc1cc(C)ccc1OCCn1ncc(N2CCCN(C)CC2)cc1=O	1
O=C(c1cc2ccc3cccnc3c2[nH]1)N1CCCCC1	2
O=C(Cn1c(=O)oc2cc(S(=O)(=O)N3CCCCC3)ccc21)NCc1ccc(F)cc1	4
Cc1ccc(C)c(NS(=O)(=O)Cc2ccc(F)cc2)c1	10
CCn1ncc(NC(=O)Cn2cc(-c3ccc(Cl)cn3)cn2)n1	-5
O=C(NC(=S)Nc1c(Cl)cc(Cl)cc1Cl)c1ccccc1F	-7
Cc1cc(C)cc(NC(=O)CN2C(=O)CSc3ccc(S(=O)(=O)N4CCCC4)cc32)c1	-1
COc1ccc(CC(=NC(=O)c2ccco2)C(=O)Nc2ccc(C(=O)O)cc2)cc1	6
O=C(c1ccccc1)C1CCCN(C(=O)CN2CC3(CCNCC3)OC2=O)C1 (stereo not given)	6
CCN(Cc1ccccc1)C(=O)Cn1c(=O)cc(C)c2c(C)nn(-c3cccc(F)c3)c21	-1
CC(C)(C)C1CCc2c(sc(NC(=O)C3CC3)c2C#N)C1 (stereo not given)	1
O=C(/C=C/c1ccc(Cl)cc1Cl)Nc1cccc2nsnc12	12
Cc1ccc(NC(=O)c2ccc(Cl)cc2Cl)c(S(=O)(=O)O)c1	96*
O=C(c1ccc(Br)o1)N1CCN(Cc2ccco2)CC1	-3
O=C(CSc1nnc(-c2cccc(F)c2)n1-c1ccccc1)Nc1cccc(Br)c1	0
CCCCCCCCOc1ccc(OC(=O)C23CCC(CCCCC)(CC2)CC3)cc1	-12
O=c1[nH][nH]c(-c2ccccc2O)c1C(C[N+](=O)[O-])c1ccccc1 (stereo not given)	-3
CCC(Sc1nc2ccncc2[nH]1)C(=O)Nc1cc(C)ccc1C (stereo not given)	-5
CCN1CCN(CC(O)COc2ccc(CN3CCN(C(C)=O)CC3)cc2OC)CC1 (stereo not given)	-4

A section from further up, for reference:
SMILES	ROC1-CUL1 inh
O=C(NCCCCCCNC(=O)C1CCCC1)C1CCCC1	1
COc1ccccc1NC(=O)c1c(N)sc2c1CCC2	2
CN1CCN(CCCNC(=O)c2cnn(-c3ccccc3)c2-n2cccc2)CC1	-13
Cc1ccc(N2NC(=O)/C(=C/c3cc4c(cc3Cl)OCO4)C2=O)cc1C	65*
COc1ccc2nc(Cl)c(C3OC(c4ccccc4)=NN3C(C)=O)cc2c1 (stereo not given)	6
CC(C)(C)C1CCc2c(sc3nc(SCc4ccc(F)cc4)n(-c4ccccc4)c(=O)c23)C1 (stereo not given)	0
CCN1CCN(c2nc(C)nc3sc(-c4ccccc4)cc23)CC1	-9
O=C(COc1ccc(F)cc1)NCCc1nc2ccccc2[nH]1	0
Cc1ccc(S(=O)(=O)c2c(C)nn(-c3ccccc3)c2OC(=O)c2ccccc2F)cc1	3
COc1cccc(C(=O)c2sc3nc(C)ccc3c2N)c1	8
CN1CCC(COC2c3ccccc3C=Cc3ccccc32)CC1	-8
CC(C)N1CCC(N2CCCC(C(=O)NC3CCCCC3)C2)CC1 (stereo not given)	-6
CCCCCC(=O)Nc1ccc(C(=O)OC)cc1	-3
O=C(CSCc1ccccc1)N/N=C/c1ccc(OCc2ccc3ccccc3c2)cc1	7
CSc1cccc(NC(=O)N2CCN(c3cc(-c4noc(C)n4)ccc3C)CC2)c1	-6
CCOC(=O)c1[nH]c(C)c(CCC(=O)N2CCN(c3cc(C)ccc3C)CC2)c1C	3
COC(=O)c1cc2c(cc1NC(=O)c1cnn(-c3ccc(C)cc3)c1-n1cccc1)OCO2	-15
Cc1ncc(COC(=O)C(C)C)c2cc(C(=O)Nc3ccccc3C(F)(F)F)c(=O)oc12	-9
Cc1ccccc1NC(=O)c1ccc(OC(C)C(=O)O)cc1 (stereo not given)	6

More compounds follow:
SMILES	ROC1-CUL1 inh
Cc1ccc(C(=O)NC(=S)Nc2cccc(C)c2C)cc1	-3
Cc1nn(S(=O)(=O)c2ccccc2)c(C)c1S(=O)(=O)N1CCC(C)CC1	-1
COc1cccc(Nc2c([N+](=O)[O-])cc(C(F)(F)F)cc2[N+](=O)[O-])c1	3
Cc1cc(C(C)(C)C)cc(S(=O)(=O)NCC(=O)O)c1C	-1
COc1ccc(CC(=O)NCC2CCCN(C(=O)Cc3csc(C)n3)C2)cc1 (stereo not given)	-7
OCCCc1nc2ccccc2n1Cc1ccccc1F	17
CCOC(=O)c1cccc(NC(=O)c2oc3c(c2C)-c2nn(CC)cc2CC3)c1	5
CN1CCC(N2CCCC(CNC(=O)c3cccc4ccccc34)C2)CC1 (stereo not given)	-1
O=S(=O)(c1cccnc1)N1CCC(C2CCN(CCc3ccccc3)C2)CC1 (stereo not given)	13
Cn1ncc([N+](=O)[O-])c1C1C(=O)Nc2ccccc2C1=O (stereo not given)	4
COCCC1CCCCN1C(=O)C1CCN(c2nc(C)c3ccc(S(C)(=O)=O)cc3n2)CC1 (stereo not given)	13
COc1ccc(-c2cn3nc(SCC(=O)Nc4ccc(C)c(Cl)c4)ccc3n2)cc1	0
CC1=C(C(=O)Nc2ccccc2)C(c2ccc(C(C)C)cc2)n2c(s/c(=C\c3c4ccccc4cc4ccccc34)c2=O)=N1 (stereo not given)	-5
COc1cc(OC)c(C2C(C#N)C(=N)SC(=N)C2C#N)c(OC)c1 (stereo not given)	21
Cc1ccc(-c2cc(C(=O)N3CCCC3)no2)cc1	-1
CC(=O)c1cc(CN2CCCC(CO)(CCc3ccccc3)C2)cs1 (stereo not given)	8
Cc1ccc(S(=O)(=O)N(C)CCc2c[nH]c3ccccc23)cc1	-1
CC(NC(=O)C1CC=CCC1C(=O)O)C12CC3CC(CC(C3)C1)C2 (stereo not given)	-1
CCC1CN(CCNC(=O)c2ccc(C)cc2)Cc2cc(OC)ccc2O1 (stereo not given)	7
COc1ccc2c(c1)CCN([C@@H]1c3ccccc3C3(CCNCC3)[C@H]1O)C2	3
CN1C(=O)CC(=NCc2ccccc2)N(C)C1=O	0
CCC(C)c1ccc(S(=O)(=O)N2CC(=O)Nc3ccccc32)cc1 (stereo not given)	-3
O=C(NCc1ccccc1)c1ccc(N2CCCCC2)cc1	3
Nc1nnc(CC(=O)N/N=C/c2ccccc2OCc2ccccc2F)s1	7
CC(C)(C)c1ccc(C2=Nc3ccccc3C(c3ccccc3)=NN2)cc1	1
Continuation:
SMILES	ROC1-CUL1 inh
O=S(=O)(Nc1cccc2ccccc12)c1ccc2c(c1)[C@H]1C=CC[C@H]1[C@@H](c1ccccc1)N2	2
N#Cc1cc(-c2ccccn2)nnc1-c1ccccn1	5
CCSc1nnc(NC(=O)c2ccc([N+](=O)[O-])cc2[N+](=O)[O-])s1	2
O=C(c1ccco1)N1CCN(C2c3ccccc3-c3ccccc32)CC1	9
CCOc1ccc2nc(SCC(=O)N3c4ccccc4Sc4ccc(C(F)(F)F)cc43)sc2c1	1
COc1ccccc1C=C1C(=O)OC(C)(c2ccccc2)OC1=O (stereo not given)	-9
O=C1NC(=O)C2(CCC(C(=O)O)C2)N1 (stereo not given)	-2
C/C(=N\Nc1nnc2c(n1)[nH]c1c(C)cccc12)c1ccccc1O	1
COc1ccc(S(=O)(=O)NCc2nc(NCCCc3ccccc3)c3ccccc3n2)c(OC)c1	3
Cc1ccc(Nc2nn3c(=O)c4cc5c(cc4nc3s2)OCO5)cc1Cl	-9
CC(CCc1ccccc1)NCc1ccc(C(=O)O)cc1 (stereo not given)	-3
CC(C)c1nnc(N2C(=O)c3oc4ccccc4c(=O)c3C2c2ccccc2F)s1 (stereo not given)	1
Cc1ccc(Cn2c(C)c(CNCc3ccccc3F)c(C(=O)O)c2C)cc1	3
CCCCCC(=O)N1c2ccccc2N=C2CC(c3ccc(C)cc3)CC(=O)C2C1c1ccc(C)cc1 (stereo not given)	4
CCc1ccc(CNCC2CCCN2CC)cc1 (stereo not given)	2
COc1ccc(S(=O)(=O)NCC(c2ccco2)N2CCN(c3ccccc3)CC2)cc1OC (stereo not given)	-9
Cc1cc(C)cc(NC(=O)C(Cc2ccccc2)NS(=O)(=O)c2ccc3c(c2)CCC(=O)N3)c1 (stereo not given)	-4
CO[C@H]1[C@H](NC(=O)c2ccncc2)c2ccccc2C12CCN(C(=O)c1cc3ccccc3n1C)CC2	6
COc1cc(SC)ccc1C(=O)NCCc1ccc(S(=O)(=O)N2CCCC2)cc1	-6
COCCCn1c(C(=O)N2CCCCC2)cc2c(=O)n3ccccc3nc21	-2
O=c1[nH]c(=O)c2ncc(-c3ccc(O)cc3)nc2[nH]1	-2
